# Vif-APOBEC3F blk – blocks the Vif interaction with APOBEC3F; HeLa A3F-eYFP + Vif (tagged APOBEC3F with the HIV-1 protein that degrades it), YFP fluorescence increase; Potency, µM (doses to about 46.1 µM), for inactives: top-dose activity, negative = active; actives 0.2% (n = 390,000); also: potency is read from the fitted curve at half-maximal effect; % of control where 0% means no effect; nearly all actives have a fitted effect of over 65% in size
#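 HeLa cells stably expressing Vif plus C-terminally eYFP-tagged A3F were seeded, incubated overnight at 37 deg C, dosed with compound, incubated overnight again at 37 deg C. Yellow fluorescence (Ex 488/Em 500-530) reported blocked Vif-mediated A3F-eYFP degradation.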
# D1 antagonist – antagonists of human D1 dopamine receptor; actives 3.2% (n = 360,000); AID 504652; activity change, negative = inhibition, % at 10 µM; HEK293 TREx D1 cells, calcium flux, dopamine EC80; active compounds read low; in the data active = activity change below about -30%; also: % is scaled to controls: 0 for no effect and ±100 for the full control effect
#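 Compound effects on dopamine-evoked calcium signalling were measured in tetracycline-induced HEK293 Trex D1 cells. Dopamine at EC80 followed a 180 s compound pre-read, and fluorescence was tracked kinetically for 180 s more.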
# D1 agonist – human D1 receptor agonism | HEK293 T-REx D1 cells, calcium flux, agonist mode | AID 504660 | activation, % at 2 µM | actives 1% (n = 360,000) | P21728; in the data active = activation above about 30%; also: 0% is about no effect
#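 Inducible HEK293 T-REx D1 cells, force-coupled to calcium signalling, were plated at 4000 cells/well with tetracycline and held overnight at 30 C. After no-wash calcium dye loading, compound-evoked calcium rise over 180 s flagged agonists.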
# LDHA block – blocks human lactate dehydrogenase A; actives 0.15% (n = 480,000); AID 1347041; P00338; purified LDHA, NADH/diaphorase-resazurin fluorescence; active compounds read low; activity change, % (values are at about 110 or 230 µM); in the data active = activity change below about -30%; inconclusive = mostly about -25% to -30%;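 also: plate controls were DMSO wells for no effect and wells without enzyme for full effect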
#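 Human LDH5 (2 nM) was incubated with 0.06 mM NADH and 0.2 mM pyruvate for 5 min at room temperature in Tris pH 7.4. Remaining NADH was coupled through diaphorase/resazurin, and resorufin fluorescence was read at 0 and 20 min.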
# D2 potentiator – positively modulates the human D2 dopamine receptor allosterically; AID 485347; actives 0.34% (n = 340,000); HEK293 T-REx D2, calcium flux, EC20 dopamine potentiation; potentiation, % at 10 µM; P14416;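 active = potentiation over 3 SD above the plate norm, cut at about 30% in these data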; also: 0% is about no effect
#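 Tetracycline-induced HEK293 T-REx cells force-coupled to calcium signalling expressed D2; compounds were pin-added after a 10 s baseline, read kinetically 180 s, then an EC20 dopamine challenge followed with a further 180 s calcium read.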
# Vif-APOBEC3G blk – blocks the Vif interaction with human APOBEC3G | actives 0.076% (n = 410,000) | Q9HC16 | Potency, µM (doses to about 46.1 µM), inactives show at the top dose activity, negative = active, hits mostly inhibitors | HeLa A3G-eYFP + Vif (tagged APOBEC3G with the HIV-1 protein that degrades it), YFP fluorescence, overnight;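 also: potency is read from the fitted curve at half-maximal effect; % is scaled to controls: 0 for no effect and ±100 for the full control effect; nearly all actives have a fitted effect of over 60% in size; hits raise eYFP signal because A3G escapes Vif-driven loss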
#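 Read-out is eYFP fluorescence (Ex 488/Em 500-530) from Vif-expressing HeLa A3G-eYFP cells; more signal means A3G escaped Vif-mediated degradation. Cells plated overnight, compound pinned in, incubated overnight at 37 deg C.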
# RXFP1 agonist – activates the human relaxin receptor RXFP1; Q9HBX9; HEK293T-RXFP1 cAMP TR-FRET, 30 min; response scale: percent of porcine relaxin response, buffer zero; Potency, µM (titrated, usually from 57.5 µM), for inactives: at the top dose activation, hits mostly activators; actives 0.3% (n = 370,000); AID 2676; also: potency is read from the fitted curve at half-maximal effect; % is scaled to controls: 0 for no effect and ±100 for the full control effect; nearly all actives have a fitted effect of over 60% in size; many of its hits are not listed in these tables
# Target sequence (Q9HBX9 whole entry, looked up): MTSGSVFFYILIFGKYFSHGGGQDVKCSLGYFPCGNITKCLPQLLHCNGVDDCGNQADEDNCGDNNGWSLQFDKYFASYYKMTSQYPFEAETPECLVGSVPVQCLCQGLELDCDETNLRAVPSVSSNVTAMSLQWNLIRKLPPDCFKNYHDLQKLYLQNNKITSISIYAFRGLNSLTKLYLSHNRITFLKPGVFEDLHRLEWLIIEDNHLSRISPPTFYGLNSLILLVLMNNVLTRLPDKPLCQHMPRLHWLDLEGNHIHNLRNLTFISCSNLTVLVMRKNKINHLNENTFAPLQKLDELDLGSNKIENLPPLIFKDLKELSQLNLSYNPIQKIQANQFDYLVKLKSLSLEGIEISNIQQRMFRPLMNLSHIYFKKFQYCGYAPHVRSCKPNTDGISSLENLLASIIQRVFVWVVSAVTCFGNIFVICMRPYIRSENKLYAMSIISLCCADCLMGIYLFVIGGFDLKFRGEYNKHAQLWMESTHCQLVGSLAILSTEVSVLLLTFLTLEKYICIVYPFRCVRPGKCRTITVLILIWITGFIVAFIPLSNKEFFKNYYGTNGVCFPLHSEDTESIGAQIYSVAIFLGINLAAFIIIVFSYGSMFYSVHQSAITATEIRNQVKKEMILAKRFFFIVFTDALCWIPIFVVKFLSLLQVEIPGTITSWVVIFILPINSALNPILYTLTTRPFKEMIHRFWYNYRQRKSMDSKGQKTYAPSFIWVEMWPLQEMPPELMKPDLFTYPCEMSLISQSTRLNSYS
#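 HEK293 cells stably expressing RXFP1, treated 30 min at 37C with compounds plus PDE4 inhibitor Ro 20174; cAMP measured by HTRF TR-FRET. Normalized to buffer and 29 nM porcine relaxin; EC50 by Hill fit.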
# GRP78 ERSR act – inducers of ER stress response in human glioma cells; AID 602332; U87-MG GRP78 promoter luciferase reporter, 16 h; actives 0.02% (n = 420,000); Potency, µM, for inactives: top-dose activation, actives largely listed as activators; also: potency is read from the fitted curve at half-maximal effect; series mostly up to about 76 µM; % of control where 0% means no effect; nearly all actives have a fitted effect of over 35% in size
#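 Stably transfected U87-MG glioma cells carrying a GRP78-based luciferase sensor; 16 h compound incubation. Luminescence end-point read 10 min after Bright-Glo addition at room temperature.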
# D1 PAM – potentiators of human D1 dopamine receptor; HEK293 TREx D1 cells, calcium flux, dopamine EC20 potentiation; potentiation, % at 10 µM; actives 0.036% (n = 360,000); in the data active = potentiation above about 30%; also: 0% is about no effect
# Numbers without * were called inactive; ? = inconclusive; . = no result given; & = joins results of further samples. Unless noted, calls follow the shape of the dose curve; as a rule, active = well fitted curve in the direction sought with a large enough effect; inconclusive = small, poorly fitted or top-dose-only effect, or another doubt; inactive = no such curve, though single readings can be large; an effect the other way counts as inactive or inconclusive.
SMILES,Vif-APOBEC3F blk,D1 antagonist,D1 agonist,LDHA block,D2 potentiator,Vif-APOBEC3G blk,RXFP1 agonist,GRP78 ERSR act,D1 PAM
Cc1cccc(C)c1NC(=O)CSc1nnc(-c2ccccc2)n1Cc1ccc2c(c1)OCO2,0%,10,-1,3,30,0%,1.2%,1%,0
O=c1ccc2cc(S(=O)(=O)NCCCc3ccccc3)ccc2[nH]1,12%,-11,0,-4,3,2%,2.3%,-3%,-2
CCCNC(=S)N1CCC(NC(=O)C2CCCCC2)CC1,-19%,-3,2,1,0,0%,1.8%,-8%,4
Cc1ccc(C2CC(=O)Oc3cc(C)c(Br)c(C)c32)cc1 (centres undefined),-5%,.,.,-1,.,-13%,.,-2%&-6%,.
Oc1ccc(Cc2ccccc2)c2cccnc12,?,.,.,4,.,?,.,-4%,.
CC1CCCN(C(=O)Cn2c3ccccc3c3nc4n(c(=O)c32)CCS4)C1 (centres undefined),4%,-4,0,-5,.,0%,4.1%,2%,-3
Cc1cc(C)cc(NC(=O)CSc2oc(-c3cccs3)nc2S(=O)(=O)c2ccccc2)c1,2%,-21,13,4,6,-10%,6.9%,-3%,0
Cn1c(SCC(=O)c2ccc3c(c2)OCO3)nnc1C1COc2ccccc2O1 (centres undefined),-10%,-24,2,4,14,-1%,1.8%,-3%,-4
COc1c(S(=O)(=O)N2CCN(c3ccc(F)cc3)CC2)ccc(Cl)c1Cl,0%,-5,3,-6,-3,0%,0.0%,-2%,1
Cc1occc1C(=O)Nc1nnc(-c2cccs2)s1,-1%,-7,4,-8,7,-3%,17%,5%,-7
COc1ccc(OC)c(C(c2nnnn2CCC(C)C)N2CCN(C(=O)c3ccco3)CC2)c1 (centres undefined),16%,7,1,-6,3,3%,1.8%,-4%,0
CCc1sc(C(=O)Nc2ccc3c(c2)OCO3)cc1C,-14%,.,.,11,.,-3%,.,2%,.
O=C(NC(Cc1c[nH]c2ccccc12)C(=O)Nc1ccc(OC(F)(F)F)cc1)c1cccs1 (centres undefined),-14%,9,4,-6,0,-7%,0.0%,0%,-7
CCN(CC)S(=O)(=O)c1ccc2c(c1)c(=O)c(C(=O)N1CCN(c3cccc(C)c3)C(C)C1)cn2C (centres undefined),-11%,-4,1,5,-5,-1%,3.7%,0%,7
O=C(CN1CCOCC1)N/N=C/c1ccc(-c2cccc(Cl)c2Cl)o1,-26%,-2,0,-2,2,-9%,1.3%,?,-7
Cc1ccc(NNC(=O)Nc2ccc(Cl)cc2)nn1,10%,-3,1,34,-1,0%,0.3%,-7%,1
COC(=O)COc1ccc(S(=O)(=O)N2CCc3ccccc3C2)cc1C,-2%,-15,2,-8,4,-6%,-0.2%,0%,-12
Cn1nc(C(F)(F)F)c(C(=O)Nc2ccc(F)cc2)c1Cl,10%,4,0,-1,2,-2%,-0.8%,-2%,3
O=C(c1ccc(NC(=S)NCc2ccco2)cc1)N1CCCCC1,-15%,12,1,-4,-7,-1%,0.5%,-1%,4
CCc1ccccc1NC(=O)C1=C(C)C(=O)OC12CCCCCC2,6%,-5,-1,-13,4,7%,0.4%,-3%,6
O=C(NCc1nnnn1-c1ccc(F)cc1)c1ccc([N+](=O)[O-])o1,?,4,2,11,0,?,-1.6%,?,-2
Cc1ccc(C(=O)N2CCCC(c3ccccc3)=N2)cc1,4%,-6,3,-10,-7,0%,-0.2%,3%,-1
Cc1occc1-c1nnc(SCC(=O)N2CCN(c3ccccc3)CC2)n1C,5%,-10,1,-3,-7,6%,2.3%,-3%,-3
Cc1nn(C)c(Cl)c1CN1CCCC(CCC(=O)NCc2ccccc2F)C1 (centres undefined),-10%,3,2,-7,2,1%,2.7%,-2%,2
COc1ccc(N(C(=O)CNC(=O)c2cccs2)C(C(=O)NCC2CCCO2)c2ccccc2)c(OC)c1 (centres undefined),-30%,-21,1,0,-3,-2%,-1.4%,0%,.
# The results go on:
SMILES,Vif-APOBEC3F blk,D1 antagonist,D1 agonist,LDHA block,D2 potentiator,Vif-APOBEC3G blk,RXFP1 agonist,GRP78 ERSR act,D1 PAM
N#CNC1=NCN(CCc2ccccc2)CN1,.,8,1,-11,-4,2%,2.3%,-2%,-5
Cc1cc(Br)ccc1S(=O)(=O)NCc1ccccc1,-5%,-7,6,0,8,1%,1.9%,5%,3
Cc1ccc(NC2CCCN(C(=O)c3ccoc3)C2)cc1C (centres undefined),-11%,-14,1,4,-2,0%,-0.6%,4%,-2
CSc1nc(Cl)cc(N2CCOCC2)n1,0%,-8,2,-4,12,-9%,-0.3%,-5%,3
C=C(C)CNC(=S)/N=c1\scc(C)n1CC,-1%,-3,0,-2,-5,0%,1.6%,0%,-7
CCc1cccc(C)c1NC(=O)CC(C)(C)CC(=O)O,1%,-9,0,-4,-1,-4%,-0.6%,-4%,0
COc1ccc(OC)c(NC(=O)COC(=O)C2CCN(C(=O)c3ccc(Cl)cc3)CC2)c1,-1%,-10,1,-2,-4,0%,20%,-6%,-2
CC(C)CC(NC(=O)C1CCC(C)CC1)C(=O)NCCN1CCOCC1 (centres undefined),-4%,17,1,-3,9,0%,0.2%,-4%,24
O=C(/C=C/c1ccccc1)NC(=O)c1ccccc1O,2%,3,2,13,-10,-5%,1.8%,-1%,-2
COc1ccc(/C=N/NC(=O)c2cccc(Br)c2)cc1COc1ccccn1,0%,6,1,-9,-6,-6%,-0.7%,0%,-1
CCOC(=O)N1CCN(c2nc(SC)nc3sc4c(c23)CC(C)(C)OC4)CC1,-20%,9,1,-10,-9,1%,?,-3%,-4
Cc1ccc(NC(=O)COC(=O)CCn2c(C)csc2=O)cc1S(=O)(=O)N1CCOCC1,3%,-23,5,-8,11,2%,0.5%,-5%,-5
Cc1cc(C)c(C#N)c(SC2CCCCC2=O)n1 (centres undefined),-4%,-5,0,0,16,-2%,1.8%,-1%,-5
Cc1ccc(OCC(O)CNCc2ccc(F)cc2)cc1 (centres undefined),-2%,19,30,-3,7,-1%,2.7%,-1%,10
Cc1nn(-c2ccc(N3CCCCC3)nn2)c(C)c1CCC(=O)Nc1ccc(F)cc1F,-3%,-19,1,2,.,-12%,21%,-3%,-5
Cc1cc(C(=O)CN2C(=O)NC3(CCCCC3)C2=O)c(C)n1Cc1ccc2c(c1)OCO2,-2%,-2,4,7,4,0%,0.2%,10%,-6
O=C(COC(=O)c1cc(S(=O)(=O)N2CCCCC2)ccc1N1CCOCC1)c1ccc(Cl)cc1,0%,6,4,-6,9,2%,1.3%,-6%,-7
CCOC(=O)N1CCN(c2c(NCCc3ccc(C)cc3)c(=O)c2=O)CC1,-6%,-24,1,-8,9,4%,-2.3%,-3%,-4
CCNc1nc(CN2CCCCC2)nc2scc(-c3ccccc3)c12,1%,-38*,3,-3,-18,-5%,0.1%,-1%,-8
COc1ccc(S(=O)(=O)N2CCN(c3ccccc3)CC2)cc1,1%,-12,2,-7,-10,-7%,3.0%,0%,-3
O=C(Nc1ccc(Oc2ccccc2)cc1)c1ccco1,6%,-10,1,2,8,2%,1.4%,-6%,-8
Cc1ccc(OCCn2c(SCCO)nc3c(N)ncnc32)cc1,2%,-11,3,-1,2,2%,9.2%,-3%,-1
COc1ccc(S(=O)(=O)N2CCC(C(=O)NCc3ccco3)CC2)cc1,-3%,-9,4,-2,.,-3%,0.1%,-1%,-3
O=C(O)COc1ccccc1/C=N/NC(=O)CSc1nc2ccccc2n1Cc1ccccc1,-2%,-1,1,-5,1,1%,-2.4%,-3%,0

# Shown with values under each structure: entries from further up.
# Second line of a record – Vif-APOBEC3F blk, D1 antagonist, D1 agonist, LDHA block, D2 potentiator, Vif-APOBEC3G blk, RXFP1 agonist, GRP78 ERSR act, D1 PAM
CCOC(=O)N1CCN(c2nc(SC)nc3sc4c(c23)CC(C)(C)OC4)CC1
→ -20%, 9, 1, -10, -9, 1%, ?, -3%, -4
Cc1ccc(NC(=O)COC(=O)CCn2c(C)csc2=O)cc1S(=O)(=O)N1CCOCC1
→ 3%, -23, 5, -8, 11, 2%, 0.5%, -5%, -5
Cc1cc(C)c(C#N)c(SC2CCCCC2=O)n1 (centres undefined)
→ -4%, -5, 0, 0, 16, -2%, 1.8%, -1%, -5
Cc1ccc(OCC(O)CNCc2ccc(F)cc2)cc1 (centres undefined)
→ -2%, 19, 30, -3, 7, -1%, 2.7%, -1%, 10
Cc1nn(-c2ccc(N3CCCCC3)nn2)c(C)c1CCC(=O)Nc1ccc(F)cc1F
→ -3%, -19, 1, 2, ., -12%, 21%, -3%, -5
Cc1cc(C(=O)CN2C(=O)NC3(CCCCC3)C2=O)c(C)n1Cc1ccc2c(c1)OCO2
→ -2%, -2, 4, 7, 4, 0%, 0.2%, 10%, -6
O=C(COC(=O)c1cc(S(=O)(=O)N2CCCCC2)ccc1N1CCOCC1)c1ccc(Cl)cc1
→ 0%, 6, 4, -6, 9, 2%, 1.3%, -6%, -7
CCOC(=O)N1CCN(c2c(NCCc3ccc(C)cc3)c(=O)c2=O)CC1
→ -6%, -24, 1, -8, 9, 4%, -2.3%, -3%, -4
CCNc1nc(CN2CCCCC2)nc2scc(-c3ccccc3)c12
→ 1%, -38*, 3, -3, -18, -5%, 0.1%, -1%, -8
COc1ccc(S(=O)(=O)N2CCN(c3ccccc3)CC2)cc1
→ 1%, -12, 2, -7, -10, -7%, 3.0%, 0%, -3
O=C(Nc1ccc(Oc2ccccc2)cc1)c1ccco1
→ 6%, -10, 1, 2, 8, 2%, 1.4%, -6%, -8
Cc1ccc(OCCn2c(SCCO)nc3c(N)ncnc32)cc1
→ 2%, -11, 3, -1, 2, 2%, 9.2%, -3%, -1
COc1ccc(S(=O)(=O)N2CCC(C(=O)NCc3ccco3)CC2)cc1
→ -3%, -9, 4, -2, ., -3%, 0.1%, -1%, -3
O=C(O)COc1ccccc1/C=N/NC(=O)CSc1nc2ccccc2n1Cc1ccccc1
→ -2%, -1, 1, -5, 1, 1%, -2.4%, -3%, 0

# Screening results deposited in PubChem by National Center for Advancing Translational Sciences (NCATS).

# Some of the compounds tested; the hit share may differ from the screen's.
